# Screens deposited in PubChem BioAssay by The Scripps Research Institute Molecular Screening Center.
# ASK1 primary – ASK1 kinase inhibitors, primary screen, biochemical, AlphaScreen; Mitogen-activated protein kinase kinase kinase 5 (Homo sapiens), Q99683; AlphaScreen MKK6 phosphorylation by ASK1, luminescence; inhibition, % at 7.44 µM; hit rate 0.99% among 22,000; in the data active means inhibition above about 35%;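 further: 0% = median of compound wells and 100% = no enzyme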
# Target sequence (Q99683 whole entry, looked up): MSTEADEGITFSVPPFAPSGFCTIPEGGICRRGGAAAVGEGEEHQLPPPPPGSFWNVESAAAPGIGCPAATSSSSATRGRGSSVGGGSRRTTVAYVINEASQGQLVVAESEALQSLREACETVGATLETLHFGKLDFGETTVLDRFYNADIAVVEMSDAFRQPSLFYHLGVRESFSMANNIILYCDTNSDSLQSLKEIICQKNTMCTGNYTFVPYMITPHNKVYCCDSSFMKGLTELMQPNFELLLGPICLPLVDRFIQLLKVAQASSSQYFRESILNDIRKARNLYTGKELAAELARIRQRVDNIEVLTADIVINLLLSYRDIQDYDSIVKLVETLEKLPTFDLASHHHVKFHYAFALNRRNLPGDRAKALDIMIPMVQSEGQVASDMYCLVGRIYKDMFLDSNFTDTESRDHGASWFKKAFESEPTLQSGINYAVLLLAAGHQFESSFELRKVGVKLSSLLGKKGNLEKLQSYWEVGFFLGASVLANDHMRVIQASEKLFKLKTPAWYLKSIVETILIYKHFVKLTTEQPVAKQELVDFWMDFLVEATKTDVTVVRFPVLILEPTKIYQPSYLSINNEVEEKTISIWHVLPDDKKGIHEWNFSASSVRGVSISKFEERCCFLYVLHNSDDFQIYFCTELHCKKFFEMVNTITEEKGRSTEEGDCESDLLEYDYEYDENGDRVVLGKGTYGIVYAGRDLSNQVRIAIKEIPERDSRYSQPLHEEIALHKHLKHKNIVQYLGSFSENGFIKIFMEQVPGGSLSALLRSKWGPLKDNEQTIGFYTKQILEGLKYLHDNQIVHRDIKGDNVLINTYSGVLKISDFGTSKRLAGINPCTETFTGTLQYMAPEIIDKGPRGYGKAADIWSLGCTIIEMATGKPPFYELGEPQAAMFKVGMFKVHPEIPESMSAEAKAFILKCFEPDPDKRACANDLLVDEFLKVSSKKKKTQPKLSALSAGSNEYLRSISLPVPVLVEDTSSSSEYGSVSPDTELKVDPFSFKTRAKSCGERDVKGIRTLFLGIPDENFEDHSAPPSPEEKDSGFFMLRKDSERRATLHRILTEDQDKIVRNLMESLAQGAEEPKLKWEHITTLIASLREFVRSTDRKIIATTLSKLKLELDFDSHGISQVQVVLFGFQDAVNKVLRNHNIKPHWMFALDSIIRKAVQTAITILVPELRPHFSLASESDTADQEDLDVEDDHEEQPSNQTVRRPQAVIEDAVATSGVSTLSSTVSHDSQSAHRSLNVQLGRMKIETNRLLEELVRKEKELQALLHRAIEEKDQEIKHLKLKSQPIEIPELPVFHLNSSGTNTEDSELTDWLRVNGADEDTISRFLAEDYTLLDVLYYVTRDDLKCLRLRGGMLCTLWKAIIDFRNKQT
# ULK1 primary – ULK1 kinase inhibitors, primary screen, biochemical, AlphaScreen; AlphaScreen Atg13 phosphorylation by ULK1, luminescence; Serine/threonine-protein kinase ULK1 (Homo sapiens), O75385; inhibition, % at 5.96 µM; hit rate 1.9% among 30,000; in the data active means inhibition above about 43%;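 further: 0% = median of compound wells and 100% = no enzyme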
# Numbers without * were called inactive; nt = not tested or not shown.
SMILES,ASK1 primary,ULK1 primary
CN[C@@H]1C(OC2[C@H](O[C@H]3[C@H](O)[C@@H](O)[C@H](N=C(N)N)[C@@H](O)[C@@H]3N=C(N)N)OC(C)[C@]2(O)CO)OC(CO)C(O)C1O (some centres undefined),nt,-3.6
c1ccc(-n2cnc3c(NCCN4CCOCC4)nc(N4CCC(N5CCOCC5)CC4)nc32)cc1,-7.6,-5.8
CN1CCN(CCCNC(=O)c2ccc(-n3ncc4cc(Nc5ccccc5Cl)ccc43)nc2)CC1,-5.7,-28.6
O=C1CCCN1CCn1cnc2c(NCc3cccc(C(F)(F)F)c3)nc(-c3ccc(N4CCOCC4)nc3)nc21,3.9,-19.3
CCN(CC)C(=O)C1CCCN(c2cc(C(=O)Nc3cc(OC)c(OC)c(OC)c3)c3ccccc3n2)C1 (centres undefined),7.5,12.1
Nc1nccc(-c2ccc3nc(C4COc5ccc(C(=O)N6CCOCC6)cc5C4)[nH]c3c2)n1 (centres undefined),19.2,0.1
CCN(CC)c1nc(NCCc2ccc(O)cc2)nc(NCc2cccnc2)n1,-5.2,-18.2
c1ccc(-c2nc(NCc3ccco3)cc(-c3cccnc3)n2)nc1,nt,12.5
CC1=C(/C=C/C(C)=C/C=C/C(C)=C/C=C/C=C(C)/C=C/C=C(C)/C=C/C2=C(C)CCCC2(C)C)C(C)(C)CCC1,nt,6.2
COc1cc2nc(N3CCN(Cc4ccc5c(c4)OCO5)CC3)nc(Nc3ccccc3)c2cc1OC,5.1,-86.6
Cc1ccc(C(=O)NCCS(=O)(=O)N2CCN(c3ccc(F)cc3)CC2)cc1,nt,-7.8
O=C(NC1CCN(Cc2ccccc2)CC1)c1cccc(-c2cccs2)c1,14.7,12.6
Nc1nc(NCCCN2CCCC2=O)cc(Nc2ncccn2)n1,-9.2,5.0
COc1cc(OC)nc(C2CCN(C(=O)C(C)(C)C)CC2)n1,nt,-3.3
COc1cc(OC)nc(Oc2ccccc2C(=O)N(C)OC)n1,nt,-1.6
COc1ccc(CCNc2cc(Nc3ccccn3)nc(N)n2)cc1,-8.8,0.7
Cc1cnc(Nc2ccc3ncccc3c2)nc1NC1CCN(Cc2ccccc2)CC1,7.7,-7.5
NC(=O)c1ccc2cnn(-c3cccc(C(=O)O)c3)c2c1,-16.0,-5.3
O=C(Nc1nc(-c2ccncc2)cs1)C1Oc2ccc3ccccc3c2O1 (centres undefined),4.6,-3.3
COc1cc(Nc2nc(Nc3cnccn3)nc3nc[nH]c23)cc(OC)c1OC,-4.3,1.9
c1ccc(CN2CCC(Nc3nc(Nc4ccncn4)nc4c3ncn4-c3ccccc3)CC2)cc1,25.4,9.2
Cc1cccc(NC(=O)Nc2ccc(-c3cn[nH]c3)cc2)c1,9.3,-1.3
CCN(CC)C(=O)C1CCCN(c2ccc(-n3cc(CC(=O)NCc4cccc(C(F)(F)F)c4)c4ccccc43)nn2)C1 (centres undefined),-4.5,12.0
COc1cc(N2CCOCC2)ccc1Nc1cc(Nc2ccccc2-n2cccn2)c(C(F)(F)F)cn1,14.1,77.0*
CC1(C)NC(=O)N(c2ccc([N+](=O)[O-])c(C(F)(F)F)c2)C1=O,nt,-1.3
# Further structures
SMILES,ASK1 primary,ULK1 primary
Cc1ncc2c(NCCc3ccccc3)nc3ccccc3n12,nt,-21.9
CC(C)n1c(-c2ccccc2)nc2c(NCCO)ncnc21,6.2,-1.7
CC(C)N(CCNc1nc(-c2ccc(C(=O)NC3CC3)cc2)nc2c1ncn2-c1ccsc1)C(C)C,2.7,1.2
CCCNc1nc(-c2ccc(N3CCN(C)CC3)cc2)nc2c1ncn2C1CCCCC1,29.6,5.8
CCNc1cccc(C(=O)NCc2ccccc2)n1,-0.2,-6.5
c1ccc2[nH]c(CNc3nc(-c4ccc(N5CCOCC5)nc4)nc4nc[nH]c34)nc2c1,-7.4,5.7
CC(=O)Nc1ccc(NC(=O)c2cccc(Nc3ccc(-n4ccnc4)cc3)c2)cc1,0.5,24.3
O=C(NCc1cccc(C(F)(F)F)c1)c1cccc(NC2CCC(O)CC2)n1 (centres undefined),4.8,-6.7
COc1ccc(CCNc2nc(Nc3ncccn3)ncc2C)cc1,4.1,8.5
O=C(Cc1cn(-c2ccc(Nc3ccc(N4CCOCC4)cc3)nn2)c2ccccc12)Nc1ccccc1,13.4,9.8
C[C@@H](CO)NC(=O)c1cccnc1Nc1ccc2[nH]ncc2c1,4.1,-11.3
COc1cc(NC(=O)c2cccc(-c3cccc(N)c3)n2)cc(OC)c1OC,-7.0,-9.4
OCCNc1nc(N2CCCC2CO)nc2c1ncn2-c1ccsc1 (centres undefined),-0.7,3.0
CCCCOc1ccc(C(=O)Nc2nc3c(s2)CN(CC)CC3)cc1,nt,-3.6
C[N+](C)(C)C[C@H](O)CC(=O)O,nt,-6.1
CC(=O)Nc1ccc(N=Cc2cc(C)n(-c3cccc([N+](=O)[O-])c3)c2C)cc1,nt,-0.1
C[C@H](CNc1nccc(Nc2ccncn2)n1)c1ccccc1,1.3,28.6
Cc1ncc(CO)c(CO)c1O,nt,-1.1
O=C(NCc1ccc(C(=O)O)cc1)Nc1ccc(-c2cn[nH]c2)cc1,-5.7,-4.4
CCCNC(=O)c1cnc(-c2cccc(N)c2)s1,-4.7,-6.9
Nc1nc(-c2ccc(C(=O)NC3CC3)cc2)nc2c1ncn2-c1ccccc1,-14.4,-3.6
COc1ccc(CCNc2nc(-c3ccc(C(=O)NC4CC4)cc3)nc3c2ncn3Cc2ccc(C(F)(F)F)cc2)cc1,7.6,-12.8
CCNc1cc(C(=O)NCCOc2ccccc2)c2ccccc2n1,4.2,-24.5
CCCCCCn1c(N/N=C(/C)c2ccccc2O)nc2c1c(=O)[nH]c(=O)n2C,nt,-6.4
Cc1cc(NCCOc2ccccc2)nc(-c2ccc(N3CCN(C)CC3)cc2)n1,12.8,-8.8

# Some of these compounds in order of molecular weight, ascending:
SMILES,ASK1 primary,ULK1 primary
Cc1cccc(NC(=O)Nc2ccc(-c3cn[nH]c3)cc2)c1,9.3,-1.3
Cc1ncc2c(NCCc3ccccc3)nc3ccccc3n12,nt,-21.9
COc1cc(OC)nc(C2CCN(C(=O)C(C)(C)C)CC2)n1,nt,-3.3
C[C@@H](CO)NC(=O)c1cccnc1Nc1ccc2[nH]ncc2c1,4.1,-11.3
CC1(C)NC(=O)N(c2ccc([N+](=O)[O-])c(C(F)(F)F)c2)C1=O,nt,-1.3
Nc1nc(NCCCN2CCCC2=O)cc(Nc2ncccn2)n1,-9.2,5.0
c1ccc(-c2nc(NCc3ccco3)cc(-c3cccnc3)n2)nc1,nt,12.5
CCNc1cc(C(=O)NCCOc2ccccc2)c2ccccc2n1,4.2,-24.5
COc1ccc(CCNc2nc(Nc3ncccn3)ncc2C)cc1,4.1,8.5
OCCNc1nc(N2CCCC2CO)nc2c1ncn2-c1ccsc1 (centres undefined),-0.7,3.0
Nc1nc(-c2ccc(C(=O)NC3CC3)cc2)nc2c1ncn2-c1ccccc1,-14.4,-3.6
O=C(NC1CCN(Cc2ccccc2)CC1)c1cccc(-c2cccs2)c1,14.7,12.6
O=C(NCc1cccc(C(F)(F)F)c1)c1cccc(NC2CCC(O)CC2)n1 (centres undefined),4.8,-6.7
COc1cc(Nc2nc(Nc3cnccn3)nc3nc[nH]c23)cc(OC)c1OC,-4.3,1.9
CCCCCCn1c(N/N=C(/C)c2ccccc2O)nc2c1c(=O)[nH]c(=O)n2C,nt,-6.4
Cc1cc(NCCOc2ccccc2)nc(-c2ccc(N3CCN(C)CC3)cc2)n1,12.8,-8.8
Cc1ccc(C(=O)NCCS(=O)(=O)N2CCN(c3ccc(F)cc3)CC2)cc1,nt,-7.8
Cc1cnc(Nc2ccc3ncccc3c2)nc1NC1CCN(Cc2ccccc2)CC1,7.7,-7.5
CCCNc1nc(-c2ccc(N3CCN(C)CC3)cc2)nc2c1ncn2C1CCCCC1,29.6,5.8
Nc1nccc(-c2ccc3nc(C4COc5ccc(C(=O)N6CCOCC6)cc5C4)[nH]c3c2)n1 (centres undefined),19.2,0.1
CN1CCN(CCCNC(=O)c2ccc(-n3ncc4cc(Nc5ccccc5Cl)ccc43)nc2)CC1,-5.7,-28.6
O=C(Cc1cn(-c2ccc(Nc3ccc(N4CCOCC4)cc3)nn2)c2ccccc12)Nc1ccccc1,13.4,9.8
COc1cc(N2CCOCC2)ccc1Nc1cc(Nc2ccccc2-n2cccn2)c(C(F)(F)F)cn1,14.1,77.0*

# (cont.)
SMILES,ASK1 primary,ULK1 primary
C=CCN1CCN(c2c(Cl)cccc2NC(=O)c2csc(C(C)C)n2)CC1,3.5,0.2
c1ccc(CNc2nc(Nc3cnccn3)nc3c2ncn3C2CCCCC2)cc1,9.1,33.0
Cn1c(=O)c2c(nc(SCC(O)CO)n2Cc2ccccc2)n(C)c1=O (centres undefined),nt,-1.0
CCOc1ccc2c(c1)CC(c1nc3c(F)cc(-c4ccnc(N)n4)cc3[nH]1)NC2 (centres undefined),24.1,9.4
O=C(NC1CCN(Cc2ccccc2)CC1)c1csc(Nc2ccc(-n3ccnc3)cc2)n1,6.6,15.5
CN1CCN(c2ccc(-c3cccc(C(=O)NCc4ccccc4)n3)cc2)CC1,-21.3,-10.5
c1cc(-n2cnc3c(NC4CC4)nc(NCc4ccc5c(c4)OCO5)nc32)cs1,-13.6,-9.6
COc1ccc(Cl)cc1NC(=O)c1ccc(Cl)cc1[N+](=O)[O-],nt,-6.7
O=C(NN=C1CCC(=NNC(=O)c2ccccn2)CC1)c1ccccn1,nt,-1.8
Cc1nn(C)c(C)c1-c1nc(NCCc2ccc(O)cc2)c2ncn(C(C)C)c2n1,-0.6,8.4
c1ccc(CN2CCC(Nc3nc(-c4csc5ccccc45)nc4c3ncn4C3CCCCC3)CC2)cc1,-20.4,-22.7
CC(=O)c1cccc(-c2nc(N)c3ncn(C(C)C)c3n2)c1,-5.7,23.9
Cc1noc(C)c1-c1cc(NCCc2ccc(O)cc2)ncn1,-5.7,-2.7
COc1ccc(-c2cc(NCc3cccc(C(F)(F)F)c3)nc(N)n2)cn1,-0.8,-1.6
NC(=O)NC1NC(=O)NC1=O (centres undefined),nt,1.9
CCN(CC)CCOc1ccccc1OC,nt,-0.8
NCC[C@H](O)C(=O)N[C@@H]1C[C@H](N)[C@@H](O[C@H]2O[C@H](CN)[C@@H](O)[C@H](O)[C@H]2O)[C@H](O)[C@H]1O[C@H]1O[C@H](CO)[C@@H](O)[C@H](N)[C@H]1O,nt,-10.5
CCNc1nc(Nc2ccc3c(c2)OCO3)c2ncn(Cc3ccc(C(F)(F)F)cc3)c2n1,5.3,-15.4
O=C(NCCN1CCOCC1)c1csc(N2CCc3ccccc3C2)n1,-5.9,4.6
CCC(C)(C)c1ccc(OCCCCCCN2CCN(c3ccc(C)c(Cl)c3)CC2)cc1,nt,3.7
Cc1noc(C)c1-c1nc(Nc2ccc(Oc3ccccc3)cc2)c2[nH]cnc2n1,12.2,-0.6
COc1ccc(CCNC(=O)c2cncc(-c3c(C)nn(C)c3C)c2)cc1,0.2,0.1
CNC(=O)c1cc(F)ccc1Nc1cc(Nc2ccc3c(c2)CC(=O)N3)ncc1C(F)(F)F,15.7,65.5*
CN1CCN(c2ccc(-c3cncc(C(=O)NCCOc4ccccc4)c3)cc2)CC1,-17.0,15.4
CC(C)n1cnc2c(NC3CCN(Cc4ccccc4)CC3)nc(Nc3ccccn3)nc21,20.5,-2.9

# Sorted by value in ASK1 primary (rising): three from the list above.
SMILES	ASK1 primary
CC(=O)c1cccc(-c2nc(N)c3ncn(C(C)C)c3n2)c1	-5.7
Cc1nn(C)c(C)c1-c1nc(NCCc2ccc(O)cc2)c2ncn(C(C)C)c2n1	-0.6
CNC(=O)c1cc(F)ccc1Nc1cc(Nc2ccc3c(c2)CC(=O)N3)ncc1C(F)(F)F	15.7

# Next results.
SMILES,ASK1 primary,ULK1 primary
COc1ccc(CC(=O)Nc2cc(-c3cn[nH]c3)ccn2)cc1,-4.0,5.8
Cc1cnc(CNc2cc(-c3ccc(F)cc3)nc(C)n2)nc1,nt,5.1
O=C(NC1CCN(Cc2ccccc2)CC1)c1csc(NCc2cccnc2)n1,-5.7,1.2
CC(C)n1cnc2c(NCc3cccnc3)nc(Nc3ccc4ncccc4c3)nc21,12.6,12.0
Cn1c(Nc2nc(NCCN3CCOCC3)c3[nH]cnc3n2)nc2ccccc21,-7.0,18.8
COc1ccc(C(N)c2nc3ccc(-c4cn[nH]c4C)cc3c(=O)[nH]2)cc1 (centres undefined),20.4,8.6
O=C(NCc1cccc(C(F)(F)F)c1)c1cccc(Nc2ccc(N3CCOCC3)cc2)n1,32.9,-21.2
O=C(C1CCCCC1)N1CC(=O)N2CCc3ccccc3C2C1 (centres undefined),nt,0.1
CCc1ncn(-c2ccc(Nc3nccc(-c4cccc(N5CCOCC5)c4)n3)cc2)n1,8.3,-21.9
N#Cc1ccccc1/C=C/C(=O)N1CCOCC1,nt,0.9
CC(C)n1c(-c2ccc(C(N)=O)cc2)nc2c(NC3CC3)ncnc21,-4.6,2.4
Cc1nn(C)c(C)c1-c1nc(NCCc2ccc(O)cc2)c2ncn(-c3ccccc3)c2n1,9.6,-29.3
Cc1cc(NCc2cccnc2)nc(Nc2cccc(N(C)C)c2)n1,8.6,15.0
CN(Cc1ccccc1)c1cc(=O)n(C)c(=O)n1Cc1ccc(F)cc1F,nt,4.1
CCNc1nc(C(=O)NCc2cccc(C(F)(F)F)c2)cs1,14.6,-9.0

# An unsorted share of the library. Share with any hit: about 2.2%.
